IDE cell activ: IDE (human) activation, cell-based | HEK cells, FAbeta-B cleavage, fluorescence polarization; 0% vehicle, 100% cell-free pure enzyme wells | AID 493087 | actives 0.073% (n = 340,000) | activation, % at 5.96 µM;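 active = activation above the mean of all tested compounds plus 3 SD, set per screening campaign, cut at about 17% in these data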
FID counter: counter-screen for HCV NS3 helicase inhibitors: DNA intercalator displacement; actives 0.17% (n = 290,000); DNA fluorescent intercalator displacement, fluorescence; AID 1845; inhibition, % at 7.9 µM; in the data active = inhibition above about 37%;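 note: 0% = vehicle and 100% = reference compound; higher means more ethidium bromide displaced from hairpin DNA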
VIM-2 inh: blocks Pseudomonas aeruginosa VIM-2 metallo-beta-lactamase; actives 0.89% (n = 290,000); inhibition, % at 5.6 µM; purified VIM-2, nitrocefin hydrolysis, epi-absorbance fluorescence;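 active = inhibition above the mean of all tested compounds plus 3 SD, cutoff set per screening run, cut at about 7.5% in these data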;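 note: red hydrolysis product quenches plate fluorescence so inhibitors raise well fluorescence; 0% = enzyme with DMSO and 100% = DMSO without enzyme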
UBC9 SUMO inh: blocks human SUMOylation mediated by UBC9; HTRF SUMOylation assay, SAE1/SAE2 + UBC9, in vitro; inhibition, % at 35 µM; actives 0.36% (n = 290,000); AID 2006; in the data active = inhibition above about 50%, passing the limit was not always enough; note: strong numbers were not always called active
NS3 helicase inh: blocks Hepatitis C virus NS3 helicase unwinding. actives 0.56% (n = 290,000). NS3 helicase DNA unwinding, Cy5 molecular beacon fluorescence. inhibition, % at 10.9 µM;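 active = inhibition above the mean of all tested compounds plus 3 SD, set per campaign, cut at about 35% in these data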;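 note: 0% = DMSO wells and 100% = thioflavine S control wells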
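Assay system: hepatitis C virus NS3 helicase domain fragment enzyme. Also added: annealed dual-labelled DNA beacon duplex, ATP-started. Timing: 1 h reaction at 25 °C, ATP-initiated. Technique: Cy5 fluorescence at 0 and 60 min, beacon hairpin quenching. Evaluation: % inhibition of unwinding. Replication: one well per compound.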
IMP-1 inhibitor: blocks Pseudomonas aeruginosa IMP-1 metallo-beta-lactamase; inhibition, % at 5.6 µM; actives 0.45% (n = 290,000); purified IMP-1, nitrocefin hydrolysis, epi-absorbance fluorescence;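 active = inhibition above the mean plus 3 SD of all compounds in the same screening run, cut at about 4.5% in these data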;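 note: 0% = IMP-1 with DMSO and 100% = DMSO wells lacking enzyme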
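Test system: recombinant IMP-1 enzyme, purified / Medium: HEPES buffer pH 7.1 with ZnSO4 and Brij 35 / Doses: single dose, 5.6 µM / Times: 25 °C, 15 min preincubation, 25 min reaction / Detection: Epi-absorbance via hydrolysed-nitrocefin quenching of white-plate fluorescence, 480/530 nm, EDTA stop / Evaluation: percent inhibition from optical density relative to buffer-blank wells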
MEKK3 PB1 HTS: modulators (inhibitors or enhancers) of MEK5 binding to human MEKK3 PB1 domain; Q99759; bead-based flow cytometry, Alexa488-MEK5 binding to MEKK3; actives lie on both sides; 0 = blocked by unlabeled MEK5, 100 = vehicle; binding response (% of control), % at 10 µM; actives 1.4% (n = 290,000);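 active = binding response more than 3 SD above or below the average of its plate-row segment, actives on both sides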;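 note: Alexa488 bead fluorescence after subtracting the streptavidin-only scavenger bead signal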
Target sequence (Q99759 whole entry, looked up, the tested form may be a part): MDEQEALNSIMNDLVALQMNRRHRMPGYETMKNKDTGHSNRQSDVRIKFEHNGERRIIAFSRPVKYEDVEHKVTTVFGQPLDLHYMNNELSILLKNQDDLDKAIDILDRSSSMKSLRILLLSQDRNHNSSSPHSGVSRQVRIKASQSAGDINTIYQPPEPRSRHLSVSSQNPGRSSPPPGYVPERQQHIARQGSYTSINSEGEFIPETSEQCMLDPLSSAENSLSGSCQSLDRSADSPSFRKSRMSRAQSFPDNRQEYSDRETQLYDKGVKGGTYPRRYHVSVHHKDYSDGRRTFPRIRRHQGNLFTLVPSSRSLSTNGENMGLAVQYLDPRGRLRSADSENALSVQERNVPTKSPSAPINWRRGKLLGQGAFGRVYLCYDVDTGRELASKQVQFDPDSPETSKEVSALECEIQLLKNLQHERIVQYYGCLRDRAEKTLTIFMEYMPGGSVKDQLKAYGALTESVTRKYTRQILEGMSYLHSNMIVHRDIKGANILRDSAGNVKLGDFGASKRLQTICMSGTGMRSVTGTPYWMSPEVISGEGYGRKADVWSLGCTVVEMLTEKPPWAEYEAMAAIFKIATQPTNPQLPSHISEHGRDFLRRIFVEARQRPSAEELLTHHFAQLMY
pCIP destab: compounds decreasing mouse p/CIP protein stability. F442A p/CIP-EGFP cells, EGFP fluorescence, 16 h. Q05BA5. decrease of EGFP signal, % at 10 µM. actives 0.01% (n = 290,000). AID 1984;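 active = EGFP signal decrease of at least 30% at 10 µM or well 3 SD below plate mean, unless failing retest; inactive = the rest, including hits failing retest or dose response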; note: some compounds called inactive have numbers as strong as hits; many of its hits are not listed in these tables
PHOSPHO1 inh: blocks human PHOSPHO1 phosphatase activity; inhibition, % at 13.3 µM; Q8TCT1; recombinant PHOSPHO1, absorbance phosphatase assay; actives 1.1% (n = 290,000); in the data active = inhibition above about 60%
Target sequence (Q8TCT1 whole entry, looked up): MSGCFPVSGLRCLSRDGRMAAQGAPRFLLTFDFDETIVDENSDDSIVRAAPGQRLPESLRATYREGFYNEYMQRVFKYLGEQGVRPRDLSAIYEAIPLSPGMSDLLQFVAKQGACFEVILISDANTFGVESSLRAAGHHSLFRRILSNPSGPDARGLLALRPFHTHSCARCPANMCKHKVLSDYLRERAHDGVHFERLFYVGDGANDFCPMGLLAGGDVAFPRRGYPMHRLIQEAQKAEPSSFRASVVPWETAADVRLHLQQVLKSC
Numbers without * were called inactive; nt = no result given. The list is partial. The share of hits here may be higher or lower than overall.

SMILES	IDE cell activ	FID counter	VIM-2 inh	UBC9 SUMO inh	NS3 helicase inh	IMP-1 inhibitor	MEKK3 PB1 HTS	pCIP destab	PHOSPHO1 inh
CC1CN(c2ccccc2)C(=O)CS1 (stereo not given)	5	-4	-1.3	7	6	-4.9	101	-3	0
O=C(O)c1ccccc1S(=O)(=O)CC(=O)N1CCCCC1	0	-2	-0.7	19	-2	-1.4	100	-12	36
CCOC(=O)c1c(NC(=O)C2CC(Cl)=CCC2C(=O)O)sc2c1CCCCC2 (stereo not given)	0	-37	-1.1	11	15	-0.5	102	-9	38
COc1ccc(/C=C2\SC(=O)N(CCC(=O)N(C)C3CCS(=O)(=O)C3)C2=O)cc1 (stereo not given)	4	-38	-1.9	0	9	-4.0	103	-2	7
O=C(/C=C/c1ccco1)Oc1cc(Br)cc(/C=N/NC(=O)c2ccccc2O)c1	6	3	-2.9	3	7	-2.2	100	9	-18
O=C(CC1(O)C(=O)N(Cc2ccccc2Cl)c2ccccc21)c1ccco1 (stereo not given)	-3	-25	0.1	2	-9	1.6	99	-19	-7
COc1ccc(C(CNC(=O)c2cccc3cccnc23)N(C)C)cc1 (stereo not given)	0	-6	0.7	14	-11	-1.0	100	-9	10
CCOc1ccc(CNC(=O)CN2C(=O)CSc3ccc(S(=O)(=O)N4CCOCC4)cc32)cc1OC	4	-21	-8.2	-6	5	-1.7	99	10	28
CC(=O)c1cccc(NC(=O)CSc2nnc(-c3ccc(S(=O)(=O)N4CCCC4)cc3)o2)c1	-1	1	-1.7	3	0	-0.6	103	2	1
CCOc1ccc(N(C)C(=O)CCc2nnc3ccc(N4CCCC4)nn23)cc1	4	-40	-1.8	3	0	-3.4	100	-3	18
COc1ccc(-c2[nH]ncc2C2N=C(N)Nc3nc4ccccc4n32)cc1 (stereo not given)	2	8	-2.2	3	3	-4.2	107	3	32
CCOC(=O)c1ccc(NC(=S)N(CCN(C)C)Cc2cccs2)cc1	-3	1	-2.8	-2	2	-1.7	97	-1	-7
COC(=O)C1=C(C)NC(=O)CC1c1ccccc1F (stereo not given)	-1	-3	-1.0	30	6	-1.4	88	2	17
Nc1ccccc1SC1CC(=O)N(c2ccc3c(c2)OCO3)C1=O (stereo not given)	nt	-11	-2.2	-10	5	-2.7	104	-5	18
COC(=O)c1cccc(NC2CC(=O)N(c3ccc(OC)c(OC)c3)C2=O)c1 (stereo not given)	5	-15	-2.8	21	0	-2.6	100	-9	27
Cc1cc(OC(=O)c2ccc(C(C)(C)C)cc2)c([N+](=O)[O-])c(=O)[nH]1	3	1	-2.6	8	-3	-2.6	97	27	23
Cc1ccc(NC(=O)CC2SCCNC2=O)cc1[N+](=O)[O-] (stereo not given)	4	0	-1.7	17	-9	-2.1	109	-7	37
CCCCc1nnc(NC(=O)C(C)Sc2nc(O)c(Cc3ccccc3)c(=O)[nH]2)s1 (stereo not given)	0	-6	-3.2	5	18	-2.4	98	-8	-35
O=C(CCc1ccccc1)NCc1ccc(F)cc1	0	-2	-2.5	5	-2	-1.6	99	-7	10
CC(C)(O)C1=NOC(c2ccccc2)C1 (stereo not given)	6	0	-2.3	13	6	-3.2	95	-12	4
CCOc1ccc(C(=O)NCC(=O)OCC(=O)N2C(C)CCCC2C)cc1 (stereo not given)	1	-25	-1.4	11	0	-6.0	85	-3	16
CCCOc1c(Cl)cc(C(=O)NC)cc1OC	5	-2	-1.8	2	1	-0.3	102	24	-23
COc1cc(C(=O)Cc2nc3ccccc3n2C)cc(OC)c1OC	-5	-24	-4.5	-4	6	-0.8	100	-14	19
CCCCNC(=S)N(C)/N=C/c1ccc2c(c1)OCO2	2	-9	-0.5	-1	4	-3.1	123	2	13
COc1cccc(C(C(=O)NC2CCCC2)N(C(=O)c2csnn2)C2CC2)c1 (stereo not given)	4	-16	-2.0	1	2	-2.1	99	-2	30
Cc1ccn(CCC(=O)N2CCCC(CCC(=O)N3CCN(c4ccccn4)CC3)C2)n1 (stereo not given)	-5	-28	-2.9	5	2	-0.2	92	7	10
Cc1cccc(NC(=S)NC(=O)c2cccs2)n1	3	-3	-2.7	3	3	-0.8	101	-7	22
C=CCn1c(C(CC)CC(C)(C)O)n[nH]c1=S (stereo not given)	-4	-6	-2.7	-5	2	-5.1	111	-3	32
CC(NC(=O)[C@H](C)NC(=O)N1CCn2c1nc1ccccc12)c1ccccc1 (stereo not given in full)	-3	-33	-2.9	5	-1	-3.5	97	3	30
COC(=O)c1cccc(NC(=S)N2CCN(c3ccccc3F)CC2)c1	1	-14	-1.9	-13	-2	-0.6	100	-1	-11
O=C1CCC/C1=C\Nc1ccc(Cl)c([N+](=O)[O-])c1	7	-1	7.2	14	15	-1.7	102	-8	20
Cc1ccccc1/C=N/NC(=O)CSc1nc2ccccc2o1	-2	-2	-2.0	0	-8	-0.5	87	-10	-2
O=C(COc1ccc(Cl)cc1)N1CCN(C(=O)c2ccccc2F)CC1	2	-21	-0.7	9	-5	0.2	103	4	37
S=C(N/N=C/c1ccc2c(c1)OCO2)NC1CC2CCC1C2 (stereo not given)	nt	-6	-5.9	-31	0	-3.7	103	-3	-1
COc1ccc2nc(C)cc(SCC(=O)NNC(=O)COc3ccc(C)cc3)c2c1	-3	-4	-2.7	-19	-8	-3.6	99	-4	-14
COC(=O)c1ccc(C)c(NC(=O)CN(c2ccccc2)S(=O)(=O)N(C)C)c1	5	-18	-2.4	12	17	-2.2	98	-6	47
CS(=O)(=O)N(CC(=O)Nc1ccccc1-c1ccccc1)c1ccccc1	2	-22	-2.1	-2	-6	-2.1	98	-1	2
O=C(Nc1ccccc1O)N1c2ccccc2Sc2ccccc21	3	-14	-3.6	-14	-18	-2.9	101	-9	29
CC(=O)N1CCc2cc(S(=O)(=O)CCC(=O)N(C)Cc3ccco3)ccc21	-7	-8	-1.8	18	-4	-2.5	99	-13	50
COc1cccc2cc(C(=O)NNC(=O)c3ccc(Br)cc3)c(=O)oc12	8	5	-1.9	6	19	-4.6	105	0	-8
COc1ccc(OC)c(N=c2oc3c(OC)cccc3cc2C(=O)NCc2ccco2)c1	3	nt	nt	33	nt	nt	87	-16	-14
Cc1c(NC(=O)C(C)OC(=O)c2nc(Cl)ccc2Cl)c(=O)n(-c2ccccc2)n1C (stereo not given)	5	-19	-1.4	-3	16	-3.1	100	-112	32
CCOC(=O)c1c(C)[nH]c(C(=O)N2CCN(C(=O)OCC)CC2)c1C	2	-32	-1.2	-5	-5	-1.1	98	-2	36
O=C1CC(=C(c2ccccc2)c2ccccc2)C(=O)N1CCCCN1CCN(c2ccccc2)CC1	-1	2	-2.3	-20	-14	-4.5	90	9	5
Cc1cc(NC(=O)Cn2nc(C)c([N+](=O)[O-])c2C)no1	-1	-2	-2.1	5	-6	-2.0	110	-1	1
COc1ccc(C2=NS(=O)(=O)N(C)C(C(=O)NCc3ccc4c(c3)OCO4)=C2)cc1OC	0	-23	-1.8	14	7	-3.3	101	-7	18
CCCN1CCN(CCCNC(=O)Cn2ncc3c4ccccc4n(C)c3c2=O)CC1	3	10	1.0	-4	-3	-2.4	98	2	19
O=[N+]([O-])c1ccc(Oc2cccc(C(F)(F)F)c2)nc1	3	0	-1.6	-1	-3	-0.9	95	-11	36
CC(NC(=O)C1CCCO1)c1ccccc1 (stereo not given)	-1	0	-2.0	5	2	-2.9	100	4	9
C#CCOCCOCCOCCNc1nc(N2CCOCC2)nc(N2CCN(C(=O)[C@H](Cc3cc4ccccc4[nH]3)n3cc([C@@H](N)C(C)CC)nn3)CC2)n1 (stereo not given in full)	2	31	-3.0	-12	-57	-2.2	101	-14	32
O=C(C1CC1)N1CCc2cc(Br)cc(S(=O)(=O)N3CCOCC3)c21	3	-8	-1.8	-3	0	-2.6	105	1	-4
COc1ccc(Nc2nc(N)c(C(=O)c3ccc(F)cc3)s2)cc1	-6	-15	-0.6	-10	-60	0.1	100	-13	0
COc1ccc(OC)c(S(=O)(=O)n2ccnc2C(C)C)c1	0	4	-1.2	-1	6	-0.7	106	0	44
N#Cc1c(Nc2ccccc2)sc(C(=O)C2CC2)c1N	0	-4	-1.9	3	2	0.1	125	13	3
CCOC(=O)CC1Sc2ccccc2NC1=S (stereo not given)	nt	-7	-3.0	-2	30	-3.5	97	-6	-84

11 structures already listed, sorted by molecular weight, rising:
SMILES	IDE cell activ	FID counter	VIM-2 inh	UBC9 SUMO inh	NS3 helicase inh	IMP-1 inhibitor	MEKK3 PB1 HTS	pCIP destab	PHOSPHO1 inh
CC(NC(=O)C1CCCO1)c1ccccc1 (stereo not given)	-1	0	-2.0	5	2	-2.9	100	4	9
CCOC(=O)CC1Sc2ccccc2NC1=S (stereo not given)	nt	-7	-3.0	-2	30	-3.5	97	-6	-84
Cc1cc(NC(=O)Cn2nc(C)c([N+](=O)[O-])c2C)no1	-1	-2	-2.1	5	-6	-2.0	110	-1	1
N#Cc1c(Nc2ccccc2)sc(C(=O)C2CC2)c1N	0	-4	-1.9	3	2	0.1	125	13	3
O=[N+]([O-])c1ccc(Oc2cccc(C(F)(F)F)c2)nc1	3	0	-1.6	-1	-3	-0.9	95	-11	36
COc1ccc(OC)c(S(=O)(=O)n2ccnc2C(C)C)c1	0	4	-1.2	-1	6	-0.7	106	0	44
COc1ccc(Nc2nc(N)c(C(=O)c3ccc(F)cc3)s2)cc1	-6	-15	-0.6	-10	-60	0.1	100	-13	0
O=C(C1CC1)N1CCc2cc(Br)cc(S(=O)(=O)N3CCOCC3)c21	3	-8	-1.8	-3	0	-2.6	105	1	-4
Cc1c(NC(=O)C(C)OC(=O)c2nc(Cl)ccc2Cl)c(=O)n(-c2ccccc2)n1C (stereo not given)	5	-19	-1.4	-3	16	-3.1	100	-112	32
COc1ccc(C2=NS(=O)(=O)N(C)C(C(=O)NCc3ccc4c(c3)OCO4)=C2)cc1OC	0	-23	-1.8	14	7	-3.3	101	-7	18
C#CCOCCOCCOCCNc1nc(N2CCOCC2)nc(N2CCN(C(=O)[C@H](Cc3cc4ccccc4[nH]3)n3cc([C@@H](N)C(C)CC)nn3)CC2)n1 (stereo not given in full)	2	31	-3.0	-12	-57	-2.2	101	-14	32
